Screening data deposited in PubChem BioAssay by Broad Institute.
RAD52 inh = RAD52 (human) annealing inhibition. P43351. recombinant RAD52 DNA annealing, FRET fluorescence. inhibition, % at 18.7 µM. 360,000 compounds, 0.46% hits. AID 651710;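 active = every replicate showing at least 50% inhibition; inconclusive = mean inhibition at least 50% but not in every replicate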
Casp6 inh = inhibitors of human caspase-6. P55212. purified caspase-6, Z-VEID-R110 cleavage fluorescence. inhibition, % at 12.5 µM. 350,000 compounds, 0.53% hits. AID 686996;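 active = mean inhibition across replicates at least about 35%, with every replicate also reaching that limit, limit read from the data; inconclusive = only one of the two criteria met; inactive = neither criterion met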;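 note: 0% = median of neutral control wells and 100% = no fluorescence left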
Target sequence (P55212 24-179 limits assumed): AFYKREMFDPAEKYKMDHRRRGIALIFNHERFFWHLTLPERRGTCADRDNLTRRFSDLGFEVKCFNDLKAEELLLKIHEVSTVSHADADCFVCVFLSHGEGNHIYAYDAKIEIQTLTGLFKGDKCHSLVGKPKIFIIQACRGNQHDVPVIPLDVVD
Target sequence (P55212 194-293 limits assumed): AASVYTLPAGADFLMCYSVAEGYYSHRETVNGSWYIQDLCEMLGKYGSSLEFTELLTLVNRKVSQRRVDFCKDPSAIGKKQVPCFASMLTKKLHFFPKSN
RAD54 inh = blocks human RAD54 Holliday junction branch migration | Q92698 | FAM/BHQ fluorescence | inhibition, % at 10.4 µM | 360,000 compounds, 0.14% hits;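 active = mean normalized replicate activity at least 40 and at least half of replicates scoring 40 or more; inconclusive = only one of the two criteria met; inactive = mean below 40 and under half of replicates reaching 40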;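 note: 0% = median of neutral control wells and 100% = median of positive control wells; inhibitors cause a drop in the FAM fluorescence signal; in these data hits start at about 50%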
Target sequence (Q92698 whole entry, looked up): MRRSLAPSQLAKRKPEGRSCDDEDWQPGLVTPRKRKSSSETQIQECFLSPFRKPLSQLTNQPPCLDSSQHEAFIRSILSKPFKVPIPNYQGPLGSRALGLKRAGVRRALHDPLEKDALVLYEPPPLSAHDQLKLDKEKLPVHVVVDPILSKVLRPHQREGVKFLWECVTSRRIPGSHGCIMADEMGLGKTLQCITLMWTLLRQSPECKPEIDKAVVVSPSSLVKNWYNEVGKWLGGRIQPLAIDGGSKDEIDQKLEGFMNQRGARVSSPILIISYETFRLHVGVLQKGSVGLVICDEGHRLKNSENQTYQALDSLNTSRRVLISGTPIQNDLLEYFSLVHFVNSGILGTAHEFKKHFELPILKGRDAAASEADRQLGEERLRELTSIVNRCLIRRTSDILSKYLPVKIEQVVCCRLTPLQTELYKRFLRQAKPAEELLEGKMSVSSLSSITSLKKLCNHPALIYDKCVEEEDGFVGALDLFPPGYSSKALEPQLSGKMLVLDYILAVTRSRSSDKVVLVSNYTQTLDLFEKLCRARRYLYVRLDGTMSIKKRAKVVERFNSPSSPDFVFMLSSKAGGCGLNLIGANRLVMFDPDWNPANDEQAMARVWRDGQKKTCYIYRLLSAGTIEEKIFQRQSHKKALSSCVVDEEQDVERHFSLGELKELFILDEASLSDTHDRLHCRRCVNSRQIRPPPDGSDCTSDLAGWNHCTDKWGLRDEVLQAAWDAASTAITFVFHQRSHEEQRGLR
CFTR F508del cor = CFTR F508del correction in bronchial cells. CFBE cells, YFP halide quenching; stimulated with forskolin plus potentiator P3; % fluorescence drop versus neutral controls. activity (quench increase), % at 7.58 µM. 350,000 compounds, 0.36% hits. AID 720511;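 active = mean added fluorescence quench of at least 8% versus neutral control, with both replicates also reaching 8%; inconclusive = only one of the mean or replicate conditions met; inactive = mean below 8% and not both replicates reaching 8%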;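 note: cells transiently co-express mutant CFTR-F508del with the halide-sensitive YFP; corrector assay measuring rescue of mutant channel to the surface after 24 h compound exposure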
INS-1E GSIS act = primary screen for activators of insulin secretion dependent on glucose, INS-1E cells, GLuc reporter luminescence. AID 743287. activation, % at 16.6 µM. 370,000 compounds, 0.61% hits. INS-1E GLuc reporter insulin secretion, 2-3 h;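 active = lowest replicate activation of at least 40%, so every replicate reaches that level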;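 note: 0% = median of neutral control wells and 100% = median of IBMX positive control wells; some compounds called inactive have numbers as strong as hits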
E-sel inducer = induces E-selectin expression in human endothelial cells; HUVEC E-selectin immunofluorescence imaging; normalized: neutral wells 0, TNF-alpha wells 100; P16581; 260,000 compounds, 0.37% hits; AID 686992; activation, % at 7.58 µM;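 active = mean E-selectin-positive cell signal at least 10% of the positive control, reached in at least 60% of replicates, without over 20% cell loss; inconclusive = no rule given, readout overlaps actives, possibly toxicity-flagged; inactive = the rest, including those meeting only one limit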;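 note: in these data hits start at about 27%; measured in HUVEC primary endothelial cells; signal is the percent of cells scored E-selectin positive by PE staining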
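Assay system: HUVEC, human umbilical vein endothelial cells / Amount: 3,000 HUVEC/well / Controls: TNF-alpha positive control, DMSO neutral control / Compound dosing: single concentration / Medium: EGM-2 over gelatin coat / Evaluation: percent E-selectin-positive cells / Signal: immunofluorescence imaging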
DENV2 CPE rescue = inhibitors of DENV2 cytopathic effect; CPE inhibition, % at 9.99 µM; AID 651640; DENV2-infected cells, cytopathic effect rescue, plate reader; 350,000 compounds, 1.7% hits; in the data active = CPE inhibition above about 20%, passing the limit was not always enough; inconclusive = no clear call, values can overlap the other calls; tested in BHK-21 cells;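 note: 0% = median of neutral control wells and 100% = median of positive control wells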
XiGFP reactiv = activators of X-chromosome reactivation in mouse fibroblasts. XiGFP mouse fibroblasts, % GFP-positive cells imaging, 3 d; cells co-treated with 5-aza-dC sensitizer; scaled so ellipticine positive control = 100%. activation, % at 7.58 µM. 360,000 compounds, 0.055% hits. AID 743238;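 active = mean normalized replicate activation at least 10% and every replicate at or above 10%; inconclusive = only one of the two criteria met; inactive = mean below 10% and not all replicates reach 10%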;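 note: 0% = median of on-plate neutral control wells and 100% = ellipticine 6 µM median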
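Schedule: 3 d treatment, 15 min room-temperature fixation; system: 68-5-11 XiGFP fibroblast line; buffer or medium: DMEM plus 5-aza-dC sensitizer; control set: ellipticine 6 µM positive control; compound: one concentration, pinned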
* = called active by the depositor; u = inconclusive; x = not tested or not shown.

Sequence of screens – RAD52 inh, Casp6 inh, RAD54 inh, CFTR F508del cor, INS-1E GSIS act, E-sel inducer, DENV2 CPE rescue, XiGFP reactiv
- COCC(=O)N1CCCCN2[C@H](C1)[C@H](c1ccc(C#Cc3cccnc3)cc1)[C@@H]2CO
 : 2, 3, 2, -1.4, 6, 0.2, 5, 0.3
- O=C(NNS(=O)(=O)c1ccccc1F)c1sccc1-n1cccc1
 : -3, -2, x, -0.7, -3, x, -3, 0.1
- COc1ccc(S(=O)(=O)N2CCOC23CCN(S(=O)(=O)c2cc(C)ccc2OC)CC3)cc1
 : -11, 0, -6, -3.2, 10, x, 12, 0.1
- Fc1ccccc1OCCn1c(=S)[nH]c2ccccc21
 : -2, 1, -5, -0.7, -22, 1.9, -9, 0.1
- Cc1noc(C)c1COc1ccccc1C(=O)N1CCN(S(=O)(=O)c2ccc(C(C)C)cc2)CC1
 : -37, 0, 5, 0.0, -54, -0.3, 4, -0.1
- C[C@@H]1CCCCO[C@@H](CN(C)Cc2ccc(C(=O)O)cc2)[C@H](C)CN([C@@H](C)CO)C(=O)c2cc(NC(=O)Nc3ccc4c(c3)OCO4)ccc2O1
 : 2, 1, 7, -0.3, 8, -0.3, 4, -1.1
- C[C@@H]1CCCCO[C@@H](CN(C)C(=O)Nc2ccc(C(F)(F)F)cc2)[C@H](C)CN([C@@H](C)CO)C(=O)c2cc(NC(=O)C3CCCCC3)ccc2O1
 : 3, -4, 8, 0.9, -2, 0.0, 16, -0.9
- COc1ccccc1NC(=S)NCCc1ccc(F)cc1
 : -10, 2, x, 2.6, -10, x, -3, 0.0
- O=C(NNC(=O)c1ccc(S(=O)(=O)N2CCCCC2)cc1)c1ccccc1
 : -9, -1, 6, 3.3, 2, x, u, -0.1
- CC(C)=CC(=O)N1CCC(N2CCC(C(=O)NCC3CCCO3)CC2)CC1 (stereo not drawn)
 : -30, -5, 0, -1.3, 6, 0.3, -4, -0.1
- COCC(=O)N1CCC(Oc2cccc(C(=O)NCc3ccccn3)c2)CC1
 : -10, 0, -6, 7.1, 17, x, 7, 0.0
- COc1ccc(S(=O)(=O)Nc2ccc3c(c2)C(=O)N([C@H](C)CO)C[C@H](C)[C@H](CN(C)S(C)(=O)=O)O3)cc1
 : 11, 2, 2, -1.7, 5, -2.5, -2, 0.0
- O=C(C[C@@H]1C[C@@H]2c3cc(NC(=O)Cc4ccncc4)ccc3O[C@@H]2[C@@H](CO)O1)NCc1cccc(F)c1
 : -11, 2, -4, 1.3, -11, -0.2, -10, 0.0
- CCn1nc(C)c(NC(=O)c2ccc(Cl)cc2)c1C
 : -6, -1, x, -2.2, -3, -1.2, -2, 0.1
- Cc1oc(-c2ccccc2Cl)nc1CS(=O)CC(=O)NCc1cccs1 (stereo not drawn)
 : -5, 0, 8, 1.8, -26, x, 5, 0.3

More entries follow:
Sequence of screens – RAD52 inh, Casp6 inh, RAD54 inh, CFTR F508del cor, INS-1E GSIS act, E-sel inducer, DENV2 CPE rescue, XiGFP reactiv
- C[C@H](CO)N1C[C@H](C)[C@@H](CN(C)C(=O)NC2CCCCC2)OCCCC[C@H](C)Oc2ccc(NC(=O)Cc3ccccc3)cc2C1=O
 : -13, 2, 1, -2.9, -18, 0.3, -5, 0.0
- COC(=O)CN1C(=S)N(c2ccc(Cl)cc2)C(=O)C1CC(=O)Nc1ccc(F)cc1 (stereo not drawn)
 : 11, 1, x, x, -56, -2.5, 6, 0.1
- CCCCn1c(SCC(=O)N2CCCC2)nc2cc(S(N)(=O)=O)ccc21
 : -5, -2, -2, -4.0, 6, 0.4, 5, -0.3
- C[C@@H]1CN([C@H](C)CO)S(=O)(=O)c2ccc(C#CC3CC3)cc2O[C@H]1CN(C)Cc1ccccc1
 : -19, -9, 0, -3.4, -2, 0.2, x, 0.3
- COc1ccccc1N(Cc1ccccc1)S(=O)(=O)c1cccc(C(=O)Nc2ccc(C)cn2)c1
 : -13, -3, -7, -1.2, -14, 3.1, 11, -0.1
- CC(C)[C@@H]1NC(=O)c2cc([N+](=O)[O-])cc(I)c2NCCC[C@@H](C(N)=O)NC(=O)[C@H](CO)NC1=O
 : 0, 2, x, -0.3, 6, -0.2, 2, 0.1
- COc1ccccc1S(=O)(=O)N[C@H]1C=C[C@@H](CC(=O)NCc2cccc(F)c2)O[C@H]1CO
 : -9, 1, -2, 0.8, 8, -0.1, 23*, -0.1
- CCOC(=O)C1CCN(c2nc3c(C)cccn3c(=O)c2/C=C(\C#N)S(=O)(=O)c2ccccc2)CC1
 : -23, 1, x, -2.3, 7, 0.6, 2, -0.1
- Nc1nc2ncc(CNc3ccc(C(=O)N[C@@H](CCC(=O)O)C(=O)O)cc3)nc2c(=O)[nH]1
 : -33, 1, -28, -3.7, x, x, -18, x
- O=C(O)CSCC(=O)N1CCCN(c2ccc(C(F)(F)F)cn2)CC1
 : -20, -6, 5, 0.4, -2, -0.1, -4, 0.0
- COc1ccc(-c2nnc3sc(C(C)N4C(=O)c5ccccc5C4=O)nn23)cc1 (stereo not drawn)
 : -13, -1, -3, -1.0, 39, 0.7, 8, 0.3
- O=C(NCCN1CCC(Cc2ccccc2)CC1)C1CCCN(S(=O)(=O)c2cnc[nH]2)C1 (stereo not drawn)
 : -49, -4, 5, 3.7, -9, x, -1, 0.0
- C[C@@H]1CCCCO[C@@H](CN(C)Cc2ccc(Cl)c(Cl)c2)[C@@H](C)CN([C@@H](C)CO)C(=O)c2cc(NC(=O)Nc3ccc(C(F)(F)F)cc3)ccc2O1
 : -7, 0, -6, -0.4, 8, -0.1, 8, -1.1
- CN(C)C(=O)c1ccc(-c2ccc3c(c2)[C@@H]2[C@@H](CCN2C(=O)c2ccccc2)[C@H](CO)N3)cc1
 : -20, 2, -2, 1.5, 2, -0.1, -2, 0.0
- C=CCNC(=O)/C(=C\c1ccc2c(c1)OCO2)NC(=O)c1ccc(Br)cc1
 : -17, -3, 6, -0.7, 1, -0.6, -13, 0.0

Rewritten with each value named: entries from further up
COc1ccccc1NC(=S)NCCc1ccc(F)cc1
  RAD52 inh: -10; Casp6 inh: 2; RAD54 inh: x; CFTR F508del cor: 2.6; INS-1E GSIS act: -10; E-sel inducer: x; DENV2 CPE rescue: -3; XiGFP reactiv: 0.0

O=C(NNC(=O)c1ccc(S(=O)(=O)N2CCCCC2)cc1)c1ccccc1
  RAD52 inh: -9; Casp6 inh: -1; RAD54 inh: 6; CFTR F508del cor: 3.3; INS-1E GSIS act: 2; E-sel inducer: x; DENV2 CPE rescue: u; XiGFP reactiv: -0.1

New compounds follow
Sequence of screens – RAD52 inh, Casp6 inh, RAD54 inh, CFTR F508del cor, INS-1E GSIS act, E-sel inducer, DENV2 CPE rescue, XiGFP reactiv
- Cc1ccc(C)c(NC(=O)CSc2nc3ccccc3nc2N2CCOCC2)c1
 : -4, -1, 16, 4.4, 15, 0.3, 2, 0.1
- CCOC(=O)c1cc2c(ccc3nc(C)c(C)c32)[nH]c1C
 : -26, -2, -2, 0.7, 31, x, 8, -0.1
- CCc1ccc(/C=C2/SC(=S)N(CCC(=O)Nc3ccc(C(=O)O)cc3)C2=O)cc1
 : -38, 6, -5, 2.4, 3, 0.2, -1, 0.1
- CNC[C@H]1Oc2ccc(N(C)C)cc2CC(=O)N([C@H](C)CO)C[C@H]1C
 : -3, -4, -10, -2.0, 19, 0.0, 6, 0.4
- C[C@@H]1CN([C@H](C)CO)C(=O)Cc2cc(NS(=O)(=O)c3ccc(F)cc3)ccc2O[C@H]1CN(C)CC1CC1
 : 7, -2, -3, -0.8, -6, 0.1, -3, 2.3
- CC(=O)Nc1cccc(-n2nnc(SCC(=O)Nc3ccccc3)n2)c1
 : 0, -2, 14, 1.7, x, 0.3, -10, 0.0
- O=C(NC[C@@H]1[C@@H](c2ccccc2)[C@@H](CO)N1Cc1cccnc1)C1CCCC1
 : -11, 0, x, -2.1, 8, 0.1, 1, 0.0
- Cn1cc([N+](=O)[O-])c(C(=O)NC2CCCC2)n1
 : 2, 0, 16, 0.1, 21, -0.3, u, -0.1
- CCN1CCN(C(=S)c2ccc(Br)cc2)CC1
 : -6, 0, -3, 0.2, 5, x, 6, x
- CCCCCC1CCC(C(=O)NNC(=S)NCC)CC1 (stereo not drawn)
 : -14, -3, 6, x, -12, x, x, x
- Cn1c(=O)[nH]c2c(cnn2C)c1=O
 : -6, -3, -5, -1.5, 9, 0.1, -7, -0.1
- CC1CN(C)C(C)CC1OC(=O)C(c1ccccc1)c1ccccc1 (stereo not drawn)
 : 4, -2, -23, -0.1, -4, 1.3, 5, 0.1
- C[C@H]1CCCCO[C@H](CN(C)S(=O)(=O)c2cccs2)[C@@H](C)CN([C@@H](C)CO)C(=O)c2cc(NC(=O)c3ccccc3)ccc2O1
 : x, x, -10, -0.2, -10, 0.0, 36*, 0.0
- Cc1noc(C)c1NC(=O)N(C)C[C@H]1Oc2c(NC(=O)Nc3ccccc3)cccc2C(=O)N([C@@H](C)CO)C[C@H]1C
 : x, x, x, 1.3, 3, 0.2, x, 0.5
- COc1ccc(S(=O)(=O)N[C@@H]2C=C[C@@H](CC(=O)NCc3ccccc3F)O[C@@H]2CO)cc1
 : -6, 0, 4, -1.7, -5, 0.2, -3, -0.1

(cont.)
Sequence of screens – RAD52 inh, Casp6 inh, RAD54 inh, CFTR F508del cor, INS-1E GSIS act, E-sel inducer, DENV2 CPE rescue, XiGFP reactiv
- COc1cccc(OC)c1C(=O)N1CCNCC1
 : -1, -2, -5, -1.2, 4, x, 5, 1.0
- COc1ccc(NC(=O)N(C)C[C@@H]2Oc3ccc(NC(=O)CCC(F)(F)F)cc3C(=O)N([C@H](C)CO)C[C@H]2C)cc1
 : -1, -3, -7, -1.5, 11, -2.9, 6, 0.0
- O=C1C(Oc2ccc(Cl)cc2)C(c2ccc3c(c2)OCO3)N1CC1CCCO1 (stereo not drawn)
 : 2, 5, x, x, -19, x, -1, -0.1
- Cc1cc([N+](=O)[O-])c(C)cc1-c1ccc(/C=N/n2cnnc2)o1
 : -9, 3, -5, -2.7, 5, x, -1, 0.1
- O=C(O)C1CCN(C(=O)c2ccccc2N2C(=O)[C@@H]3Cc4c([nH]c5ccccc45)C(c4cccc(Cl)c4)N3C2=O)CC1 (stereo partly drawn)
 : -11, 4, -15, 3.3, -21, x, -3, x
- CN(C(=O)COc1ccc(Cl)cc1Cl)c1nnc(C23CC4CC(CC(C4)C2)C3)s1
 : -1, 0, -3, -3.9, 6, 1.6, 1, 0.3
- COCC(=O)Nc1ccc2c(c1)C(=O)N(C)C[C@H](OC)[C@@H](C)CN(Cc1cccnc1)[C@@H](C)CO2
 : -17, 1, -4, -1.7, 1, 0.0, 2, -0.1
- CCc1nc2ccccc2c(C(=O)Nc2ccc(C)cc2)c1C
 : -2, 0, -7, 0.2, 10, x, 3, 0.0
- Cc1cccc(C(=O)N2CCN(Cc3ccc4c(c3)OCO4)CC2)c1
 : -11, 2, -7, 1.8, x, -0.1, 0, 0.5
- CCN(CC)C(=O)C(C)N1c2cccc3cccc(c23)S1(=O)=O (stereo not drawn)
 : 6, 7, 5, 5.0, x, x, -13, 0.1
